# High-throughput results deposited in PubChem by several laboratories.
# Efflux pump inh: blocks antifungal efflux pumps in multiplex yeast assay. S. cerevisiae Candida pump triplex, Nile Red efflux. inhibition, % at 10 µM. actives 0.44% (n = 330,000);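 active = plate passing quality check with inhibition over a set limit, or well fluorescence over plate mean plus 4 SD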;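 note: Nile Red retained in pooled yeast measured as flow cytometry median fluorescence; 0% = buffer negative control and 100% = Enniatin B positive control; higher means more Nile Red kept so more efflux inhibition; some compounds called inactive have numbers as strong as hits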
# EBNA-1 inh: blocks EBNA-1 binding to DNA | EBNA-1 DNA binding, fluorescence polarization | inhibition, % at 14.8 µM | actives 0.34% (n = 300,000); in the data active = inhibition above about 28%
# GLD-1 TGE inh: GLD-1-TGE RNA interaction inhibition (C. elegans). inhibition, % at 5.96 µM. purified GLD-1 + fluorescein TGE RNA, fluorescence polarization. actives 0.44% (n = 320,000). Q17339;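 active = percent inhibition above a per-plate cutoff, the plate mean of test compounds plus 3 SD, cut at about 30% in these data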;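 note: 0% = DMSO wells with GLD-1 and probe and 100% = wells lacking GLD-1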
# Target sequence (Q17339 whole entry, looked up): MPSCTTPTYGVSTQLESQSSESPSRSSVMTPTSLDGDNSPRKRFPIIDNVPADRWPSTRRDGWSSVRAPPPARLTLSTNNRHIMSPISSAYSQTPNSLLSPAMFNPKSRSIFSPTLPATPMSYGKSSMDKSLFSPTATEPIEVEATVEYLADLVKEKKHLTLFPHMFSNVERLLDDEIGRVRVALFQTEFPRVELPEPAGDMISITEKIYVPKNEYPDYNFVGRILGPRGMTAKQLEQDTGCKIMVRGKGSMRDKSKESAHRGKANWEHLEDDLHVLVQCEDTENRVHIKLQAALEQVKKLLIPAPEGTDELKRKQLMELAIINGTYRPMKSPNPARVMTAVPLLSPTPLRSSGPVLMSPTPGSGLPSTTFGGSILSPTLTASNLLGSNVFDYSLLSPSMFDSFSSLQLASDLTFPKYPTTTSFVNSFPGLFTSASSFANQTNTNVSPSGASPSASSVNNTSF
# MEX-5 binding: C. elegans MEX-5 TCR-2 RNA binding activity; actives 0.38% (n = 300,000); MEX-5/FITC-TCR2 RNA binding, fluorescence polarization; hits give low values; AID 1832; activity score (negative = inhibition of binding), % at 10 µM;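 active = inhibition past about -25% in most replicates, and total fluorescence under double the plate's negative control median, limit read from the data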;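 note: 0% = DMSO and -100% = 5 µM competing unlabeled TCR2 RNA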
# Target sequence (Q9XUB2 whole entry, looked up): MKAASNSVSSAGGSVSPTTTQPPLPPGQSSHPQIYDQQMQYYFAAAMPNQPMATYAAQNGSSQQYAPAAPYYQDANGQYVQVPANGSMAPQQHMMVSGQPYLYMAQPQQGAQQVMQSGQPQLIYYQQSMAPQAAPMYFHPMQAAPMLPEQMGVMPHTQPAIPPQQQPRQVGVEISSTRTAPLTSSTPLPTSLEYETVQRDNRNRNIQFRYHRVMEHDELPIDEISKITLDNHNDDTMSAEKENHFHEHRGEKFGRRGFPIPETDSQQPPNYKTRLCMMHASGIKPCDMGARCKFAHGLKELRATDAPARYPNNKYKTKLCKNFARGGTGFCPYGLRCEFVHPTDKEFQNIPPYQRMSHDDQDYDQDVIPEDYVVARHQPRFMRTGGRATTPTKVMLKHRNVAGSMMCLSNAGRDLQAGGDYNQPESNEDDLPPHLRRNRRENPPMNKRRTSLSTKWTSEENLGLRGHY
# Fam108B inh: blocks mouse Fam108B hydrolase in RBBP9 counter-screen. AID 1947. recombinant Fam108B, FP-Rh probe fluorescence polarization. inhibition, % at 9.51 µM. actives 0.33% (n = 300,000);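 active = inhibition above the screen mean inhibition plus 3 SD, computed separately per campaign, cut at about 18% in these data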;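 note: inhibitors lower polarization as less probe binds the enzyme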
# CR mimetic SO: yeast age-related superoxide inhibition as caloric restriction mimetic; S. cerevisiae aged cells, superoxide DHE fluorescence; hits give low values; superoxide response (% of plate mean), % at 10 µM; actives 0.18% (n = 330,000);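 active = superoxide response under a set limit, about three screen SD below normal, cut at about 65% in these data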;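 note: yeast aged for seven days with compound at 30 °C before DHE staining; 100% = average MFI of all compound-treated wells on the plate with controls excluded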
# ZTA DNA inh: ZTA (EBV) inhibition in EBNA-1 counter-screen. P03206. ZTA-DNA binding, fluorescence polarization. inhibition, % at 11 µM. actives 0.15% (n = 320,000). AID 2234; in the data active = inhibition above about 33%
# Bcl-xL primary: Bcl-xL (human) inhibition. Q07817. AID 2129. GST-Bcl-xL / FITC-Bim BH3 peptide fluorescence polarization. actives 0.7% (n = 320,000). inhibition, % at 10.9 µM;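 active = inhibition above the mean of all tested compounds plus 3 SD, cutoff set per campaign, cut at about 30% in these data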;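 note: 0% = DMSO wells and 100% = unlabeled Bim-BH3 peptide competitor; inhibitors lower millipolarization by displacing the labeled peptide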
# MCL1 BIM primary: inhibitors of human MCL1 binding to BIM-BH3 peptide. actives 0.68% (n = 320,000). AID 2057. GST-MCL1 / FITC-Bim-BH3 fluorescence polarization. inhibition, % at 10.9 µM;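 active = inhibition above the mean inhibition of all tested compounds plus 3 SD, set per campaign, cut at about 40% in these data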;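 note: 0% = DMSO wells and 100% = unlabeled Bim-BH3 peptide control; higher means more loss of mP so more displacement of Bim peptide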
# Starred values were filed as active, the others as inactive; nt = no result given.
SMILES,Efflux pump inh,EBNA-1 inh,GLD-1 TGE inh,MEX-5 binding,Fam108B inh,CR mimetic SO,ZTA DNA inh,Bcl-xL primary,MCL1 BIM primary
COc1ccccc1CN(C(=O)CCl)C(C(=O)NC1CCCCC1)c1ccncc1 (configuration not stated),-0.1,-4,25,nt,10,100,12,30*,29
CC(=O)N1CCOCCOCCN(C(C)=O)CCOCC1,0.0,12,-6,2.1,0,91,13,0,-5
CCOC(=O)C1CCN(C(=O)CCc2c(C)nc3cc(-c4ccc(OC)cc4OC)nn3c2C)CC1,0.1,-11,0,1.8,0,99,-11,5,8
Cc1cc(C(=O)NC(C)C2CCCO2)c(C)o1 (configuration not stated),0.0,-11,14,-1.9,-5,102,-2,6,8
NS(=O)(=O)c1ccc2c(c1)oc(=O)c1cc(S(N)(=O)=O)ccc12,-0.1,4,-1,-0.4,0,102,-1,5,3
OCCN(CCO)CC(O)COc1ccc(C23CC4CC(CC(C4)C2)C3)cc1 (configuration not stated),-0.1,-8,11,0.0,1,92,2,-1,-7
Clc1cccc(Oc2cnc3ccccc3n2)c1,0.0,-5,3,-1.7,2,98,-12,6,1
CC(C)Cc1cc(C(=O)N2CCC(N3CCC(C(=O)NC4CC4)CC3)CC2)n[nH]1,-0.1,1,-9,0.3,0,105,0,5,3
COc1cccc(CN2C(=O)CCC2(C)C(=O)NC2CCCCCC2)c1 (configuration not stated),0.0,-5,8,-1.1,-3,91,-11,1,-8
O=C(O)/C=C/c1ccccc1[N+](=O)[O-],0.1,0,0,-1.8,0,100,28,2,2
CCN1C(=O)[C@@H]2[C@H](C1=O)[C@@H]1C(=O)Nc3ccccc3C(=O)N1[C@@H]2c1ccccc1,-0.1,4,2,-3.3,2,100,-2,7,2
CCOc1ccc2nc(NC(=O)C3CCN(C(=O)c4ccco4)CC3)sc2c1,0.0,-1,4,-0.4,-1,98,4,0,-2
COC(=O)c1ccc(COc2ccc(/C=N/NC(=O)C(=O)Nc3ccc(OC)cc3)cc2OC)o1,0.2,5,-3,0.1,-12,105,10,4,5
CC(C)(C)NS(=O)(=O)c1ccc(NS(=O)(=O)c2ccc(F)cc2)cc1,0.1,2,3,-0.5,0,102,24,-3,-3
CCCN(CC(=O)Nc1ccccc1C)C(=O)c1cn2ccccc2n1,0.0,nt,1,nt,nt,113,-9,1,-14
COc1ccc(Br)cc1/C=C/C(=O)Nc1ccc2ccccc2c1,-0.1,3,7,-1.6,-34,100,2,0,-4
O=C(O)c1ccc2c(=O)n3c(nc2c1)/C(=C/c1cccc(Cl)c1Cl)CC3,0.0,8,1,1.2,-6,100,7,5,14
CCOC(=O)c1ccc(NC(=O)CSc2nnc(CNc3ccc(C)cc3)n2C)cc1,-0.1,9,7,3.1,-3,101,-19,6,-2
CCn1cc(CN2CCCC(C(=O)c3ccc(-c4ccccc4)cc3)C2)cn1 (configuration not stated),0.4,0,1,0.0,2,87,6,5,7
O=C(C[n+]1ccccc1)N/N=C/c1ccc(Br)cc1,0.0,nt,2,nt,nt,81,5,-5,4
O=C(NCCN1CCOCC1)c1cc2cc(Br)ccc2oc1=O,-0.6,4,2,-0.7,6,111,-9,6,11
CCn1nc(C)c(CNC(=O)CCc2nnc(Cc3c[nH]c4ccccc34)o2)c1C,-0.1,11,2,-1.9,3,91,2,4,0
Cc1ccc([N+](=O)[O-])cc1S(=O)(=O)Nc1cccc(-c2ccc(N3CCCC3)nn2)c1,0.4*,-9,-6,1.9,0,107,5,1,-2
CC(C)(C)c1ccc(OCCC(=O)OCC(=O)NC2CC2)cc1,0.1,nt,2,nt,nt,89,-12,3,1
COc1ccc(/C=C2\N=C(SC)NC2=O)cc1,0.2,-10,9,-1.8,4,88,-8,-5,1
Cc1cccc(NC(=O)NCCN2CCCCC2)c1,0.0,-2,3,0.2,0,100,-1,6,-4
COc1nnc(-c2ccc(C)c(S(=O)(=O)NCCO)c2)c2ccccc12,0.0,9,49*,0.0,-2,112,1,39*,30
O=C(c1ccc(N2CCOCC2)c([N+](=O)[O-])c1)N1CCCC(C(F)(F)F)C1 (configuration not stated),0.0,3,4,1.4,-1,102,12,5,7
CC1CCN(C(=O)CSc2ccc(-c3cccc([N+](=O)[O-])c3)nn2)CC1,0.0,1,-5,-0.3,-5,109,-11,3,-2
Cc1cc([N+](=O)[O-])ccc1NCc1ccccc1,0.1,-7,2,3.3,3,103,-12,-2,-1
CC(C)(C)n1nnnc1C(c1cccs1)N1CCN(c2ccccc2)CC1 (configuration not stated),0.0,7,3,1.8,2,106,6,7,-4
Cc1cccc(-c2nc3c(s2)CCc2onc(-c4ccc(Br)cc4)c2-3)c1,0.1,6,-1,2.1,-6,102,-3,-1,3
COC(=O)c1ccccc1NC(=O)CSc1ccccc1,0.0,1,-2,1.0,-2,101,-4,6,2
Cc1ccc(C(=O)NCc2ccccc2)c(F)c1F,0.4,-7,2,-4.1,9,108,2,4,3
N#Cc1c(N2CCCCC2)nc(N)c2c(N)nc3c(c12)CC(CCl)O3 (configuration not stated),0.0,15,2,-2.3,4,110,-7,4,1
CC/C(=N\NC(=O)c1ccccc1Cl)c1ccc(Br)s1,-2.7,3,11,2.1,-5,111,-20,7,-1
O=C1Nc2ccc(F)cc2C12Nc1ccccc1-c1nnc(SCc3ccccc3Cl)nc1O2 (configuration not stated),-0.2,3,1,-1.0,6,113,6,7,-1
Cc1nc(N2CCN(c3ccc(Cl)cc3)CC2)[nH]c(=O)c1C,-0.2,0,0,0.5,-2,97,3,5,-1
CCOC(=O)c1[nH]c(C)c(C(=O)N2CCCC(Nc3ccc(C)c(C)c3)C2)c1C (configuration not stated),0.0,-7,-5,0.8,3,114,-24,4,6
CC12CN3CC(C)(CN(C1)C3c1ccc(Cl)cc1Cl)C2O (configuration not stated),-0.1,-2,5,2.5,-2,117,3,-11,-6
COc1ccc(C(CC(=O)O)NC(=O)COc2ccccc2)cc1 (configuration not stated),0.1,2,-4,-2.4,3,98,-14,5,5
CCOc1ccc(NC(=O)CN(c2cc(C)cc(C)c2)S(=O)(=O)c2c(C)noc2C)cc1,-0.1,6,6,0.5,-1,104,2,3,-4
Cc1ccc([N+](=O)[O-])cc1S(=O)(=O)NCC1COc2ccccc2O1 (configuration not stated),-0.3,5,-1,0.1,4,98,-16,1,-4
COc1ccc(NC(=O)c2ccco2)cc1S(=O)(=O)N1CCOCC1,0.1,-9,0,0.3,6,96,-9,6,-2
Cc1cc(C)c(C(=O)CSc2n[nH]c(-c3ccncc3)n2)c(C)c1,-0.2,0,-4,1.4,-3,87,5,0,-9
Nn1c(SCC(=O)Nc2cccc(F)c2)nnc1C1CCCCC1,0.1,0,4,-0.8,3,104,3,4,4
Cc1cc(C)n(-c2nc(O)cc(=O)[nH]2)n1,-0.2,5,5,-0.8,4,87,10,-3,4
COc1cnc(-c2ccccn2)nc1Oc1ccccc1Cl,0.0,10,6,-0.3,-1,102,15,1,9
CCc1nc(SCc2nc3ccccc3[nH]2)c2oc3ccccc3c2n1,0.0,0,0,-0.3,-8,99,6,3,2
Cc1cccc(-c2c(NC(=O)c3ccco3)oc3ccc(Cl)cc3c2=O)c1,0.0,-4,1,2.4,3,112,-3,4,-4
COCCN(C(=O)c1ccco1)c1nc(-c2ccccc2)cs1,-0.1,1,1,0.8,2,103,4,2,8
O=C(c1cc(N2C(=O)C3C4CCC(C4)C3C2=O)ccc1Cl)N1CCCCCC1 (configuration not stated),0.2,2,5,-1.1,1,99,13,5,4
COc1c(-c2ccccc2)oc2c(ccc3occc32)c1=O,-0.1,nt,4,nt,nt,91,-1,3,5
CCOc1ccccc1NC(=S)Nn1cnnc1,0.1,-2,8,-2.6,2,102,-14,10,12
C=CCN1C(=O)c2ccc(C(=O)N3CCN(S(=O)(=O)c4cc(C)ccc4C)CC3)cc2C1=O,0.2,1,-3,-2.9,0,101,0,6,6
Cc1ccnc(NS(=O)(=O)c2ccc(NC(=O)c3cc(-c4ccccc4)nc4ccccc34)cc2)n1,0.2,7,-1,-1.0,-3,100,7,-1,4
O=C(NCc1ccc(N2CCCC2=O)cc1)c1cn(Cc2ccccc2)nn1,-0.1,2,4,1.2,2,83,-19,5,4
Cc1cc(C(=O)OCC(=O)N(CC(C)C)c2c(N)n(Cc3ccccc3)c(=O)[nH]c2=O)c2ccccc2n1,-0.1,1,-1,-2.0,-5,106,8,-2,-4
O=[N+]([O-])c1cc(C(F)(F)F)ccc1N1CCN(CCO)CC1,0.1,10,-3,0.5,3,101,12,1,-5
Cc1cc(C)c2nc(SCC(=O)NCC3CCCO3)c(C#N)cc2c1 (configuration not stated),0.0,0,3,1.7,-3,107,-14,11,7

# Structures from the list above containing a tert-butyl group:
SMILES,Efflux pump inh,EBNA-1 inh,GLD-1 TGE inh,MEX-5 binding,Fam108B inh,CR mimetic SO,ZTA DNA inh,Bcl-xL primary,MCL1 BIM primary
CC(C)(C)NS(=O)(=O)c1ccc(NS(=O)(=O)c2ccc(F)cc2)cc1,0.1,2,3,-0.5,0,102,24,-3,-3
CC(C)(C)c1ccc(OCCC(=O)OCC(=O)NC2CC2)cc1,0.1,nt,2,nt,nt,89,-12,3,1
CC(C)(C)n1nnnc1C(c1cccs1)N1CCN(c2ccccc2)CC1 (configuration not stated),0.0,7,3,1.8,2,106,6,7,-4

# Remaining list, next part:
SMILES,Efflux pump inh,EBNA-1 inh,GLD-1 TGE inh,MEX-5 binding,Fam108B inh,CR mimetic SO,ZTA DNA inh,Bcl-xL primary,MCL1 BIM primary
NS(=O)(=O)c1cccc(NC(=O)CN2CCC(Cc3ccccc3)CC2)c1,0.0,-3,10,-0.9,-1,100,-11,-10,-16
Cc1cc(C=O)c(C)n1-c1ccc(NC2CCCCC2)c([N+](=O)[O-])c1,0.0,-1,-5,1.8,2,100,-8,1,0
CCOc1ccc(NS(=O)(=O)c2ccc(C(=O)N(C)CC(=O)Nc3ccc(OC)cc3)cc2)cc1,0.1,3,9,-0.3,5,99,4,0,2
COc1ccc2c(=O)c(C(=O)NCCc3ccccc3)c[nH]c2c1,0.0,0,-2,2.1,2,101,14,6,2
COC(=O)c1ccc(C2C(C#N)=C(N)Oc3cc(N)ccc32)cc1 (configuration not stated),0.0,3,4,-0.7,-7,104,8,0,8
CCc1c(O)nc2sc3ccccc3n2c1=O,-0.2,1,-1,-1.3,1,96,-8,5,0
CCn1c(=O)[nH]c2cc(C(=O)Nc3cc(C)cc(C)c3)ccc2c1=O,0.5,1,2,1.9,-9,113,23,2,-4
CN(C)CCn1ccc(O)c(Cc2ccc(Cl)cc2)c1=O,-0.3,5,10,-1.2,-2,102,-2,2,-1
O=C(CN1N=C(c2ccccc2)CCC1=O)NCc1ccccc1,0.1,-15,-2,1.4,-3,99,8,0,3
O=C(O)c1cc(NC(=O)c2ccc3c(c2)C(=O)N(Cc2ccccc2)C3=O)cc(C(=O)O)c1,0.0,-10,3,0.0,-1,113,-15,6,2
CN1CCCN(Cc2cccc3ccccc23)CC1,0.1,-12,-2,-1.6,-2,106,-5,4,7
O=S(=O)(NCc1ccccn1)c1ccc(Br)s1,-0.1,2,7,0.8,-1,105,4,3,3
O=C1c2ccccc2C(Nc2ccc(S(=O)(=O)N3CCCCC3)cc2)N1Cc1ccco1 (configuration not stated),0.1,3,-1,1.5,0,97,7,-1,0
CCOC(=O)C1CCN(C(=O)Nc2c(-c3ccccc3)noc2C)CC1,0.0,-10,4,-0.9,2,100,1,6,8
O=c1cc(O)n(-c2ccccc2F)c(=S)[nH]1,0.0,6,-5,-0.1,-2,99,7,-11,4
COc1ccc(C(=O)O/N=C(/C)c2cccs2)cc1,0.0,1,0,0.4,5,105,-2,7,9
